High-throughput results as filed in PubChem BioAssay.
DAT uptake mod = modulates human dopamine transporter uptake under cocaine; B-score at 10 µM; 110,000 compounds, 1.3% hits; LLC-PK1 hDAT cells, [14C]-dopamine uptake with cocaine IC80; actives deviate in either direction;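 active = Z score or B-score, a plate-position-corrected score, falls beyond the plate's 99.7% confidence bounds, in either direction; inactive = both scores lie inside the 99.7% bounds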;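 note: scored against the spread of the other compound wells on the same plate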
Target sequence (Q01959 whole entry, looked up): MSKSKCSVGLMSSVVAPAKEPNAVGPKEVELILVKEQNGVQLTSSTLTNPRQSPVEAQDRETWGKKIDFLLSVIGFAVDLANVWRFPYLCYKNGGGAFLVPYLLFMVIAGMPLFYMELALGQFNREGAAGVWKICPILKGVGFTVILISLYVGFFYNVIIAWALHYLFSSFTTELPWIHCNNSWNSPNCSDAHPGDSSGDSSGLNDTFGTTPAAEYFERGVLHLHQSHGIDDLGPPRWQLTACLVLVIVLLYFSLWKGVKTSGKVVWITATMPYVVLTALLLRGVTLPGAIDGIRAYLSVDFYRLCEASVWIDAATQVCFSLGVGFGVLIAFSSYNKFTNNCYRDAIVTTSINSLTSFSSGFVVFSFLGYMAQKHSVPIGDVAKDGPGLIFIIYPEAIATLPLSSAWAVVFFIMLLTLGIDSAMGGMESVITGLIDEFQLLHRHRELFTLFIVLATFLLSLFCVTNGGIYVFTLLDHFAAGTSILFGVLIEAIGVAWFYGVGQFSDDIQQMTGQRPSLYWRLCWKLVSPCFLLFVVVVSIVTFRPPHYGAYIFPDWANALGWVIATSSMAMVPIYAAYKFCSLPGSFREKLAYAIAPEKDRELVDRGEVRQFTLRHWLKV
Starred values were filed as active, the others as inactive; & = joins results of further samples. The list is partial; count on the stated rates, not on these rows.

smiles | DAT uptake mod
CC(C)(O)[C@@H]1[C@@H]2C[C@@]3(CC[C@]4(C)C(CCC5[C@@]6(C)CC[C@H](O)C(C)(C)C6CC[C@]54C)[C@@H]13)C(=O)O2 (stereo partly drawn) | 0.529
CCCC[C@@H]1CNC(=S)N1CCC12CC3CC(CC(C3)C1)C2 | -1.37
O=C(N[C@@H](Cc1ccccc1)C(=O)O)c1c(F)c(F)c(F)c(F)c1F | 0.603
O=C1C=C(c2ccccc2)CC(c2ccc(F)cc2)C1 (stereo not drawn) | -0.36
CCC(=O)Nc1cccc(C2=NOC3(C2)C[C@@H](C(N)=O)N(C(=O)c2ccccc2C(=O)c2ccccc2)C3)c1 (stereo partly drawn) | 0.687
CC(C)(O)CCc1c(-c2ccc(O)cc2O)oc2c3c(cc(O)c2c1=O)OC(C)(C)C=C3 | 2.81
COC(=O)C1=COC(C)C2CN3CCc4c([nH]c5cc(OC)c(OC)cc45)C3CC12 (stereo not drawn) | 1.98
CCN(CC)C(=O)CC(c1ccc(N(C)C)cc1)c1c(OC)cc(OC)c2c(-c3ccccc3)cc(=O)oc12 (stereo not drawn) | 1.37

3 compounds already listed, ordered by the value under DAT uptake mod, rising.
smiles | DAT uptake mod
O=C(N[C@@H](Cc1ccccc1)C(=O)O)c1c(F)c(F)c(F)c(F)c1F | 0.603
CCN(CC)C(=O)CC(c1ccc(N(C)C)cc1)c1c(OC)cc(OC)c2c(-c3ccccc3)cc(=O)oc12 (stereo not drawn) | 1.37
CC(C)(O)CCc1c(-c2ccc(O)cc2O)oc2c3c(cc(O)c2c1=O)OC(C)(C)C=C3 | 2.81

The list goes on.
smiles | DAT uptake mod
CC[C@H](C)C1NC(=O)[C@H](CC(=O)O)NC(=O)c2cc([N+](=O)[O-])cc(I)c2NCCC(C(N)=O)NC1=O (stereo partly drawn) | 0.181
Cc1ccc(S(=O)(=O)N2CCC(=O)N(CCOCc3cccc(C(F)(F)F)c3)CC2)cc1 | -0.0631
C/C=C1\COC(C(=O)NCc2ccccc2)(C(F)(F)F)C=C1C=C1CCCCC1 (stereo not drawn) | -1.25
C=CCNC(=O)c1onc(CSc2ccccc2)c1C(=O)NCC=C | 0.728
COC(=O)C1=C(C(=O)OC)[C@@H]2N(C)c3ccc(OC)cc3[C@@]23C[C@@H](C(=O)OC)N(S(=O)(=O)c2ccc(OC)cc2)C3=N1 | 0.568
CC(C)CCn1c(CN2CCN(c3cccc(Cl)c3)CC2)nc2c1c(=O)n(C)c(=O)n2C | -0.663
CCOC(=O)N1C2=NC(C(=O)OC)=C(C(=O)OC)[C@@H]3N(Cc4ccccc4)c4ccccc4[C@]23C[C@H]1C(=O)OC | 0.373
CCN1CCN(Cc2ccc(NC(=O)c3ccc(C)c(NC(=O)c4ccc5n[nH]nc5c4)c3)cc2C(F)(F)F)CC1 | -0.323

(next part)
smiles | DAT uptake mod
CNCC(O)C(O)C(O)C(O)CO (stereo not drawn) | -0.00482
CC(C)(C)OC(=O)N1CCN(C(=O)[C@H](Cc2ccc(O)cc2)n2cc(CCO)nn2)CC1 | 0.0108
CC1(C(=O)N2CC3(CC(c4cccc(NC(=O)COc5ccc(Cl)cc5)c4)=NO3)C[C@@H]2C(N)=O)CC1 (stereo partly drawn) | 0.309
CCO[C@H]1OC(C(=O)N2CCN(C)CC2)=C[C@@H](c2ccc(Br)cc2)[C@@H]1CCCO | -1.52
C[C@]12CCC(=O)C=C1[C@H](O)C[C@@H]1[C@@H]2[C@@H](O)C[C@@]2(C)[C@H]1CC[C@]2(O)C(=O)CO | -0.419
O=C1CCc2ccc(OCCCCN3CCN(c4cccc(Cl)c4Cl)CC3)cc2N1 | -0.26
C/C=C/C(=O)Nc1cccc(C2=NOC3(C2)C[C@@H](C(N)=O)N(C(=O)c2cc([N+](=O)[O-])cc([N+](=O)[O-])c2C)C3)c1 (stereo partly drawn) | 1.19
O=c1cc(-c2ccccc2Cl)oc2c(NS(=O)(=O)c3ccccc3OC(F)(F)F)ccc(O)c12 | -1.01

(next part)
smiles | DAT uptake mod
COc1ccc(C(CCN2CCCC(C)C2)c2c(OC)cc(OC)c3c(C)cc(=O)oc23)cc1 (stereo not drawn) | 1.6
CCOCCn1cnc2sc(C(=O)NCC(=O)OCC)c(C)c2c1=O | 0.14
Cc1cccc(NC(=O)c2nc[nH]c2C(=O)N[C@@H](CC(C)C)C(=O)OC(C)(C)C)c1 | 2.75*
COC(C[C@@H](O)[C@H](C)[C@@H](O)COCc1ccccc1)OC | -0.472
C#CCNC(=O)C1=C[C@H](c2ccc(C#C)cc2)C[C@H](OCc2ccc(CO)cc2)O1 | -0.685
COc1cccc(OC)c1OCCNCC1COc2ccccc2O1 (stereo not drawn) | 1.14
C=CCOC(=O)C1=C[C@H](C2CCCCC2)[C@@H](CCCO)[C@H](OCC)O1 | 0.157
CCOC(=O)c1c(NC(=O)CSc2cn(CC)c3ccccc23)sc2c1CCC2 | -0.404

Continued.
smiles | DAT uptake mod
Cc1ccc(S(=O)(=O)NC(C)C(c2cccs2)N2CCOCC2)cc1 (stereo not drawn) | 0.199
O=C(CCc1ccccc1)c1c(O)cc(O)cc1O | -0.459
C=CCN1C=C2C(=O)C(C)(OC(=O)CCC(=O)OC)C(=O)C=C2C=C1C1CC1 (stereo not drawn) | -2.05
CCN1C(=O)N[C@@H](c2ccccc2)C(C(=O)OC)=C1C | -0.748
Cc1cccc(NC(=S)NCc2ccc3c(c2)cc(C)n3C)c1C | 0.487
Cc1nnc(SCc2ccc(F)cc2)n1NC/C=C/c1ccccc1 | 1.4
O=C1C2C(c3ccccc3)CC=CC2[C@H](c2cccc([N+](=O)[O-])c2)N1Cc1ccccc1 (stereo partly drawn) | 0.269
COc1ccccc1CN1C(=O)[C@H]2Cc3c([nH]c4ccccc34)C(C)(C)N2C1=O | -1.33

Continuation:
smiles | DAT uptake mod
C[C@@H]1CC=C[C@H]2[C@H]1C(=O)N(Cc1ccccc1)[C@H]2c1cccc([N+](=O)[O-])c1 | -0.426
COc1cccc(C2=CC(=O)CC(c3ccco3)C2)c1 (stereo not drawn) | 0.0596
Fc1cccc(CCN2C(=S)NC[C@@H]2Cc2ccccc2)c1 | 1.53
C=C1CCN(C(C(=O)OC)C(C)C)S(=O)(=O)c2ccc(F)cc21 (stereo not drawn) | -0.534
CCOC(=O)CN1C(=O)N[C@@H](CCc2ccccc2)[C@H](C(=O)OC)[C@H]1C | 0.32
CCOC(=O)[C@@H]1[C@H]2COc3cc(OC)ccc3[C@@H]2N2C(=O)N(c3ccc(Br)cc3)C(=O)[C@]12C | -0.104
C=CCOC(=O)C1=C[C@@H](c2cn(C(C)=O)c3ccccc23)C[C@@H](OCCCCO)O1 | 1.01
COc1ccc(-c2cc(=O)c3cc(F)ccc3[nH]2)cc1 | 0.632

Next compounds follow.
smiles | DAT uptake mod
CN1C(C(=O)NCc2cccc(C(F)(F)F)c2)CC2Cn3c(nc4ccccc43)C21 (stereo not drawn) | 0.989
CC(C)C(CO)N1CCN(Cc2ccccc2)CCC1=O (stereo not drawn) | 0.0343
COC(=O)C1=C(CCc2ccccc2)NC(=O)NC1c1ccc(C#N)cc1 (stereo not drawn) | 0.0264
C#CCOCCOCCOCCNc1nc(N2CCN(C(=O)C([C@@H](C)CC)n3cc(C(N)CC(C)C)nn3)CC2)nc(N2CCN(C(=O)[C@H](CCC(=O)O)n3cc(C(N)[C@H](C)CC)nn3)CC2)n1 (stereo partly drawn) | -1.07
CCO[C@H]1OC(C(=O)N2CCN(C)CC2)=C[C@@H](C)[C@@H]1CCCO | -0.618
O=C1N[C@@H](Cc2ccccc2)C(=O)N2[C@H]1C[C@]1(Br)c3ccccc3N(S(=O)(=O)c3ccc(F)cc3)[C@H]21 | 0.481
CC(Cc1ccccc1)C(=O)N[C@@H](CO)Cc1ccccc1 (stereo partly drawn) | -0.275
O=C(NCc1ccccc1)c1onc(CSc2ccccn2)c1C(=O)NCc1ccccc1 | 1.58

Further structures follow:
smiles | DAT uptake mod
CCN(CC)CCC(c1cc(OC)c(OC)c(OC)c1)c1c(OC)cc(OC)c2c(-c3ccccc3)cc(=O)oc12 (stereo not drawn) | 0.489
O=c1cc(-c2ccccc2Cl)oc2c(NS(=O)(=O)c3ccccc3C(F)(F)F)ccc(O)c12 | -0.836
CCN1CCN(Cc2ccc(NC(=O)c3cc(NC(=O)c4ccno4)cc(OC)c3)cc2C(F)(F)F)CC1 | 1.26
COc1ccc(-c2cc([C@H]3[C@H]4C=CC[C@@H](C)[C@@H]4C(=O)N3Cc3ccccc3)ccc2F)cc1 | -0.0135
O=C(C1=C[C@@H](c2ccc(Br)cc2)C[C@@H](OCCCCO)O1)N1CCN(Cc2ccc3c(c2)OCO3)CC1 | 0.102
Cn1c(N)c(C(=O)COC(=O)c2cc(C3CC3)nc3ccccc23)c(=O)n(C)c1=O | 1.5
COC(=O)C1=C(C)N(CCCC(=O)O)C(=O)NC1c1cccc(OC)c1 (stereo not drawn) | 0.33
O=C(NCc1ccccc1)C1=C[C@H](c2ccc3c(c2)OCO3)C[C@H](OCc2ccc(CO)cc2)O1 | 1.2

Gathered by group: those above containing a Cl atom.
smiles | DAT uptake mod
CC(C)CCn1c(CN2CCN(c3cccc(Cl)c3)CC2)nc2c1c(=O)n(C)c(=O)n2C | -0.663
CC1(C(=O)N2CC3(CC(c4cccc(NC(=O)COc5ccc(Cl)cc5)c4)=NO3)C[C@@H]2C(N)=O)CC1 (stereo partly drawn) | 0.309
O=C1CCc2ccc(OCCCCN3CCN(c4cccc(Cl)c4Cl)CC3)cc2N1 | -0.26
O=c1cc(-c2ccccc2Cl)oc2c(NS(=O)(=O)c3ccccc3OC(F)(F)F)ccc(O)c12 | -1.01
O=c1cc(-c2ccccc2Cl)oc2c(NS(=O)(=O)c3ccccc3C(F)(F)F)ccc(O)c12 | -0.836

Additional entries follow:
smiles | DAT uptake mod
Cc1ccccc1C(=O)Nc1ccc(O)c2c(=O)cc(-c3ccccc3Cl)oc12 | 0.0261
CCO[C@H]1OC(C(=O)N2CCOCC2)=C[C@@H](C2CC2)[C@@H]1CCCO | -0.46
CCOc1ccc(OCC)c(NC(=O)CSc2nnc(Cn3cnc4ccccc43)n2C)c1 | 0.739
COC(=O)[C@H](Cc1ccccc1)NC(=O)[C@@H](N)CC(=O)O | -0.0304
Cc1ccc(CNC(=O)C2CC3Cn4c(nc5cc6ccccc6cc54)C3N2C)o1 (stereo not drawn) | 1.04
CCO[C@@H]1OC(C(=O)N2CCN(C)CC2)=C[C@H](C2CCCCC2)[C@H]1CCCO | -0.484
CCCCCCN(C(=O)CCCCCN1C(=O)NC(c2ccc(Cl)cc2)C(C(=O)OCc2ccccc2)=C1C)C(C(=O)NCCCC)c1ccc(OCC(=O)OC)c(C(=O)OC)c1 (stereo not drawn) | 1.08
O=C(CCc1ccc(O)cc1)c1c(O)cc(O)cc1O | -0.419

Next part
smiles | DAT uptake mod
C=CCOC(=O)C1=C[C@H](c2ccc(C(F)(F)F)cc2)C[C@H](OCCCCO)O1 | -0.252
CCOC(=O)N1CCN(c2cc(=O)n(-c3ccc(C)cc3)c(=O)[nH]2)CC1 | -0.13
CCC[C@@H]1CCCO[C@@](C(=O)NCCN2CCOCC2)(C(F)(F)F)C1 | -0.217
O=C1CC(c2ccc(O)c(O)c2)Oc2cc(O)cc(O)c21 (stereo not drawn) | 1.13
CC(N=C(NC#N)Nc1ccncc1)C(C)(C)C (stereo not drawn) | 0.0853&0.328
Cc1ccc(C(=O)Nc2cccc(C(F)(F)F)c2)cc1NC(=O)c1csc(-c2ccncc2)n1 | 2.08
O=C(O)C1=C[C@@H](c2ccc(Br)cc2)C[C@@H](OCCCCO)O1 | 0.624
CCC1=C(OC(=O)N(CC)CC)N2C(=O)OC(=NCC3CC3)[C@]2(Cc2ccccc2)[C@H]2C1=CC[C@H]1C(=O)N(c3ccccc3)C(=O)[C@H]12 | -0.331

New compounds follow.
smiles | DAT uptake mod
COC(=O)CN=C1OC(=O)N2C(=O)C3=C4[C@@H](C[C@H]5C(=O)N(c6ccccc6)C(=O)[C@H]5[C@H]4[C@@]12Cc1ccccc1)[C@H]1C(=O)N(c2ccccc2)C(=O)[C@H]1[C@H]3C | 0.12
COc1cc(O)c(C(CCN2CCOCC2)c2ccc(N(C)C)cc2)c(OC)c1 (stereo not drawn) | 0.129
C[C@@H](O)C1NC(=O)[C@H](CCCCN)NC(=O)c2cc([N+](=O)[O-])cc(I)c2OCC[C@@H](C(N)=O)NC1=O (stereo partly drawn) | 0.014
CCN1C(=O)N[C@@H](c2cccc(C(F)(F)F)c2)[C@H](C(C)=O)[C@H]1C | 0.0785
C#CCOCCOCCOCCNc1nc(N2CCN(C(=O)[C@H]([C@@H](C)CC)n3cc(CCC(=O)O)nn3)CC2)nc(N2CCN(C(=O)[C@H](C)n3cc(CCCN=C(N)N)nn3)CC2)n1 | -0.405
COc1cccc(-c2nc(-c3ccc(C(=O)O)cc3)no2)c1 | -0.0405
C#CCOCCOCCOCCNc1nc(N2CCN(C(=O)[C@H](CCCCN)n3cc([C@@H](N)C(C)CC)nn3)CC2)nc(N2CCN(C(=O)[C@H](CCCCN)n3cc([C@@H](N)CC(C)C)nn3)CC2)n1 (stereo partly drawn) | 1.02
Cc1ccc(C(=O)NCCN2C3=NC[C@H](C)N3C[C@H]2Cc2ccc(O)cc2)cc1Br | -0.00267

Other records
smiles | DAT uptake mod
COc1ccc(C2/C=C\CN(CC(C)(C)C)CC(=O)N2Cc2ccc(F)cc2)cc1 (stereo not drawn) | 0.805
COC/C=C/C1=CC2=CC(=O)C(C)(OC(=O)c3cccs3)C(=O)C2=CO1 (stereo not drawn) | -0.559
O=C(Nc1cccc(Cl)c1)OCCN1CCN(Cc2ccccc2)CCC1=O | -0.214
O=C1Nc2cc(Cl)ccc2Nc2cscc21 | -0.709
CCC1=C(OC(=O)N(CC)CC)N2C(=O)OC(=NCCc3c[nH]c4ccccc34)[C@]2(C)[C@H]2C1=CC[C@H]1C(=O)N(CC(=O)OC)C(=O)[C@H]12 | 2.07
COc1ccc(C#Cc2c(-c3ccsc3)oc3ccc(-c4cc(OC)c(OC)c(OC)c4)cc23)cc1 | -0.698
CCN1CCN(Cc2ccc(NC(=O)c3ccc(C)c(NC(=O)c4nccnc4N)c3)cc2C(F)(F)F)CC1 | 1.33
CCc1cccc(C)c1NC(=S)NCc1ccc2c(c1)cc(C)n2C | 0.0988
NC(=O)CC(NC(=O)Cc1cccc2ccccc12)c1ccc(N2CCN(c3ccccc3)CC2)c([N+](=O)[O-])c1 (stereo not drawn) | -0.219
